# MITF TRPM1 inh: inhibitors of MITF-driven TRPM1 promoter in melanoma cells; SK-MEL-5 TRPM1 promoter luciferase, 24 h; AID 488899; hit rate 0.83% among 330,000; inhibition, % at 12.5 µM;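 active = mean inhibition across replicates of 60% or more, whatever share of single replicates reaches that level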; note: values of inactives mirror those of a sister screen read the other way
# CaV13 FRET inh: Disruptors of the CACNA1D IQ motif to Ca2+-dependent inactivation inhibitor domain association, primary screening, Förster resonance energy transfer in intact living …; hit rate 0.098% among 340,000; inhibition, % at 12.3 µM; HEK cells, CFP/YFP FRET ICDI-IQ, plate reader, 10 min; percent FRET-ratio fall versus neutral wells; AID 743397;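 active = mean replicate inhibition of at least 30% and at least 1% of replicates passing that level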;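 note: 0% = median of the neutral control wells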
# HIF-2a inh: blocks HIF-2a reporter activity; hit rate 0.72% among 360,000; inhibition, % at 18.8 µM; AID 624352; 786-0 RCC cells HIF-2a reporter, luciferase luminescence, overnight;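 active = inhibition of the luminescence signal of 40% or more relative to plate controls, in a single-dose primary screen at 18.75 µM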
# iPSC survival up: increases survival of single human iPS cells | hiPSC single-cell survival, ATPlite luminescence; 100% = ROCK inhibitor wells, 0% = DMSO | survival enhancement, % at 20 µM | hit rate 0.044% among 360,000; in the data active = survival enhancement above about 18%;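 note: cells exposed to compounds for 16 hours before the ATP read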
# m5-HT2A agonist: activates the mouse 5-HT2A serotonin receptor | P35363 | CHO-K1 mHTR2A beta-arrestin complementation, luminescence; percent of 30 µM serotonin response | activation, % at 7.6 µM | hit rate 0.66% among 360,000 | AID 624169;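 active = activation above a run cutoff, the mean activation of all tested compounds plus 3 SD, cut at about 14% in these data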;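 note: 0% = plate median of compound wells and 100% = 30 µM serotonin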
# Target sequence (P35363 whole entry, looked up): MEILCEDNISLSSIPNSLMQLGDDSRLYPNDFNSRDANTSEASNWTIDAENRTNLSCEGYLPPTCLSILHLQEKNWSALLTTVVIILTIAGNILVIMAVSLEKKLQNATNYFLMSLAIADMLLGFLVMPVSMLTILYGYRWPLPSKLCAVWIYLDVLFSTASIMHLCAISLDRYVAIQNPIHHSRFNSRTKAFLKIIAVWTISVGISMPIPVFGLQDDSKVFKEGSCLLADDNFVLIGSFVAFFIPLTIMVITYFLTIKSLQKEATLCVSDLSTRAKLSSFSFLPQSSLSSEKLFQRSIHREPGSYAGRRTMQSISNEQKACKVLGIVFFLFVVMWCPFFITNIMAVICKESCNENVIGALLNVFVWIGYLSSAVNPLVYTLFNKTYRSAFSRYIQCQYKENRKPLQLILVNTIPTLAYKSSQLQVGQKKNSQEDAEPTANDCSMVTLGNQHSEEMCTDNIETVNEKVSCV
# NR2E3 ag-1: activates human NR2E3 receptor | Q9Y5X4 | CHO-S Gal4-NCOR/VP16-NR2E3 two-hybrid, luciferase | inhibition of corepressor binding, % at 3.98 µM | hit rate 0.35% among 360,000 | AID 602229;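 active = inhibition above the mean of all tested compounds plus 3 SD, cut at about 70% in these data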;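 note: 0% = DMSO with NR2E3 transfected cells and 100% = cells lacking NR2E3 construct; higher means lower luciferase signal from less NR2E3 corepressor binding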
# Target sequence (Q9Y5X4 whole entry, looked up, the tested form may be a part): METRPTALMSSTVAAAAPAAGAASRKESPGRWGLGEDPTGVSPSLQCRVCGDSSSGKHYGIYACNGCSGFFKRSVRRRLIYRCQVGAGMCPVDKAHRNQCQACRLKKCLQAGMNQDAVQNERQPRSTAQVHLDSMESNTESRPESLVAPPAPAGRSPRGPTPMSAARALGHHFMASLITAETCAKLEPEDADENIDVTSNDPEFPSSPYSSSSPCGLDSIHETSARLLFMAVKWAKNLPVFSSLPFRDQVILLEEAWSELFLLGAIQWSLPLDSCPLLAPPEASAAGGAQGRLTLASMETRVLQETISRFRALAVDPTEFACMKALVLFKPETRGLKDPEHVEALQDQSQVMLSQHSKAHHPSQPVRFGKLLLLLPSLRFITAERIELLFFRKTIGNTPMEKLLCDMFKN
# Shn3 3UTR inh: Schnurri-3 reporter inhibition in Clone20 osteoblasts. Clone20 osteoblast Shn3 3'UTR firefly luciferase, 24 h. inhibition, % at 12.5 µM. hit rate 0.52% among 360,000;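 active = mean inhibition of at least 75% with every replicate also reaching 75%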;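 note: 0% = median of neutral control wells and 100% = pilot-screen positive control compound; some compounds past the cut are filed as inactive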
# PDI inh: PDI (human) enzyme inhibition. PDI insulin aggregation turbidity, A650, 90 min. hit rate 0.052% among 350,000. inhibition, % at 10 µM. AID 588391;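 active = mean inhibition across replicates of 30% or more, whatever share of single replicates reach that level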;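 note: absorbance from insulin aggregation driven by PDI reduction with DTT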
# NR2E3 ag-2: agonists of human nuclear receptor NR2E3. AID 2300. GST-NR2E3/biotin-RetCOR TR-FRET, 1536-well. Q9Y5X4. hit rate 0.12% among 320,000. inhibition of corepressor binding, % at 4.78 µM;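 active = percent inhibition above the cutoff of mean plus 3 SD of all tested compounds, set per screening campaign, cut at about 20% in these data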;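 note: 0% = DMSO wells and 100% = biotin wells as full block of FRET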
#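 system = GST-tagged NR2E3 plus biotinylated RetCOR corepressor | input = 1.35 nM GST-NR2E3 | also added = 7 nM biotin-RetCOR | schedule = 5 h incubation at 4 °C | measured by = TR-FRET with europium anti-GST and streptavidin-D2, 340 nm excitation | read-out = percent loss of FRET ratio relative to control wells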
# Peg3 prom inh: inhibitors of Peg3 promoter | hit rate 1.7% among 360,000 | HeLa PEG-Prom luciferase reporter, luminescence, overnight | inhibition, % at 20 µM;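 active = inhibition of at least 50% at 20 µM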
# H9c2 protect: protects H9c2 cardiomyocytes from peroxide injury; H2O2 injury protection, ATPLite, 2 h; protection from H2O2 cell death, % at 20 µM; AID 588492; hit rate 0.63% among 360,000;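 active = compounds giving at least 50% protection of heart cells from peroxide-induced death in the single-dose screen, raw or plate-pattern-corrected value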;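 note: 0% = DMSO wells with peroxide and 100% = DMSO wells without peroxide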
# * = called active by the depositor; · = not tested or not shown.
SMILES,MITF TRPM1 inh,CaV13 FRET inh,HIF-2a inh,iPSC survival up,m5-HT2A agonist,NR2E3 ag-1,Shn3 3UTR inh,PDI inh,NR2E3 ag-2,Peg3 prom inh,H9c2 protect
CN(CC(=O)Nc1ccc(F)cc1)C(=O)COC(=O)c1nc(Cl)ccc1Cl,·,-7,9,-0.9,2,5,4,-2,·,0,-2
CCCCN1CCc2c([nH]c3ccc(C)cc23)C1=O,-72,-5,-230,-0.5,11,-128,-111,-6,1,-324,-8
COc1ccc(/C=C2\N=C(C(C)(C)C)OC2=O)c(OC)c1,14,-7,-11,0.1,2,20,-14,0,1,6,-3
c1ccc(SCCOCCN2CCOCC2)cc1,-5,-10,-24,-0.8,-1,-14,1,-27,2,-32,-1
C=CCc1cccc(/C=N/NC(=O)CCC(=O)Nc2ccc(F)cc2)c1O,17,-16,28,-1.5,-3,-17,79,-4,0,49,57*
COCCN1C(=O)COc2ccccc2C1C(=O)NCc1ccccc1 (centres undefined),·,-2,7,0.0,-3,-29,·,·,·,·,·
Cc1cc([N+](=O)[O-])nn1CC(=O)Nc1cc(F)ccc1F,-15,-6,18,-0.5,-1,-34,25,-1,0,10,-1
CN(C)S(=O)(=O)c1cccc(-c2csc(N/N=C/c3ccco3)n2)c1,-34,4,-146,0.4,0,13,-41,-5,2,-57,1
O=S(=O)(c1ccccc1)N1CCN(c2ccccc2)CC1,-2,-2,21,-0.2,6,-20,-2,-1,2,22,6
O=C(COC(=O)[C@H](Cc1ccccc1)NC(=O)c1ccco1)NC(c1ccccc1)c1ccccc1,8,-5,20,-0.7,0,-3,2,5,1,11,13
CCC(CC)C(=O)Nc1nnc(SCC(=O)NC(C)(C)C)s1,-5,2,9,-0.6,4,4,-6,-6,5,3,-6
Cc1cc(=O)oc(C)c1C(=O)OCC(=O)c1ccc(Br)cc1,-14,·,-43,-1.6,3,-1,-38,-18,-1,-82,-9
Cc1cc(C(=O)COC(=O)c2cccn2C)c(C)n1Cc1ccco1,1,0,-65,-3.2,-5,-66,-8,6,6,-50,-24
C#CCOCCOCCOCCNc1nc(N2CCN(C(=O)C([C@@H](C)CC)n3cc(C(N)Cc4ccc(O)cc4)nn3)CC2)nc(N2CCN(C(=O)[C@H](CCC(=O)O)n3cc(C(N)[C@H](C)CC)nn3)CC2)n1 (some centres undefined),-2,-10,1,3.2,-3,-1,-1,-14,2,-10,11
CCOC(=O)C1=C(C)NC(C)=C(C(=O)OCC)C1C(=O)OCC(=O)N1CCc2ccccc21,13,-4,8,5.0,6,16,4,-8,3,10,2
CN(c1ccc(OCC(=O)OCC(=O)Nc2cccc([N+](=O)[O-])c2)cc1)S(=O)(=O)c1ccc(F)cc1,-7,-3,22,1.5,3,0,27,-2,6,18,-1
CCCc1cc(=O)[nH]c(/N=C(/NC(=O)C(C)N2C(=O)c3ccccc3C2=O)Nc2ccccc2)n1 (centres undefined),0,-4,15,3.4,-4,11,-53,-8,1,9,-5
COc1ccc(NC(=O)C(=O)N2N=C3CCCCC3C2(O)C(F)(F)F)cc1 (centres undefined),2,-7,16,0.6,-2,-12,-7,1,1,-2,2
CC[C@H](C)[C@H](NC(N)=O)C(=O)Nc1ccc(NC(C)=O)cc1,2,-2,11,-0.6,5,0,-9,-1,1,-3,6
COC(=O)C1CC(c2ccccc2)N(c2ccccc2)O1 (centres undefined),·,-6,11,5.5,3,-39,-2,4,·,2,3
Cc1cc(O)c2c(c1)CC1C3CCC4CC(=O)CCC4(C)C3CC(=O)C21C (centres undefined),34,-3,4,-2.0,-2,-3,21,7,·,20,-8
Cn1c(CCN2CCOCC2)nc2cc(NC(=O)COc3ccc(Cl)cc3)ccc21,23,-3,11,-2.0,-8,-10,15,11,1,19,6
COCCN(CC(=O)Nc1cccc(C)c1C)C(=O)/C=C/c1ccc2c(c1)OCCO2,·,-19,-21,1.6,-2,-13,-3,0,·,-21,7
C/C=C/C=C(/NC(=O)c1ccccc1)C(=O)Nc1ccccc1,-1,-6,9,-0.1,2,-10,-14,-2,·,9,3
Cc1c(NC(=O)Nc2cccs2)cccc1[N+](=O)[O-],13,-4,-35,0.8,0,24,67,0,0,-4,-16
Cn1c(=O)[nH]c(=O)c2c1nc(SCC(O)CCl)n2Cc1ccccc1 (centres undefined),-6,-5,1,0.2,2,-13,0,5,1,2,26
Cc1ccc(S(=O)(=O)N2CCOCC2)cc1NC(=O)CNCc1ccccc1Cl,-10,-6,-2,0.5,-5,34,9,9,·,5,-3
CSC(=NS(=O)(=O)c1ccccc1)NNC(=O)c1c(-c2c(Cl)cccc2Cl)noc1C,·,-10,4,0.5,6,-1,6,·,·,6,3
CCc1ccc(Nc2ncnc3nc[nH]c23)cc1,-99,-4,-270,1.1,-1,-74,-80,5,-1,-282,-2
CCCc1ncc(C[n+]2ccccc2C)c(N)n1,2,-5,4,0.5,0,-28,7,-7,3,4,4
COc1cc(C(C)=O)ccc1Oc1ncnc2c1cnn2-c1cccc(Cl)c1,-3,-5,-15,-2.4,3,3,1,-10,2,-33,-5
Fc1cccc(NC(=S)NCCc2ccccc2)c1,-4,-5,-116,-2.6,1,-14,60,-14,4,-78,-16
Cc1nc2ccc(S(=O)(=O)NCC(=O)N3CCCCC3)cc2s1,4,-6,-2,0.1,0,-16,22,1,1,4,-2
O=C(Nc1cccc(Cl)c1)Nc1cc(S(=O)(=O)N2CCCCC2)ccc1Cl,80*,-18,-22,-0.5,-4,-13,78,27,1,66*,-15
CCCCCCC1C(C#N)=C(N)OC2=C1C(=O)CCC2 (centres undefined),3,-7,16,0.1,-2,6,0,6,4,-3,2
CC#CCN(CC#CC)S(=O)(=O)c1ccc(-n2cnnn2)c(OC)c1,-8,-5,-1,6.5,5,-5,2,3,-2,9,1
COc1ccc(OC)c(NC(=O)Cn2c(C)nc3ccccc3c2=O)c1,11,-5,15,-0.1,1,8,3,9,2,-5,-4
O=C(NC(=O)c1c(F)cccc1F)O/N=C1\CCCc2occc21,-4,-17,11,-0.3,2,-10,-2,7,-1,6,11
CCOC(=O)NC(=S)Nc1cccc(C)n1,·,-11,-6,1.3,4,7,2,0,·,-2,1
COC(=O)C1CCC(=O)N1C(c1ccc(OC)cc1)c1cc(OC)c(OC)c(OC)c1 (centres undefined),30,-6,28,-2.1,0,-1,10,0,·,-26,1
CC(C)NC(=O)CC(=O)NN=C1CCCCC1,-8,-4,11,3.4,-2,12,-13,-2,2,6,-6
COc1ccc(OC2C(=O)N(c3cc(C)ccc3C)C2c2ccc(OC)c(OC)c2)cc1 (centres undefined),9,-18,10,-3.1,0,-17,2,0,2,27,-3
CCOC(=O)CCCCCC(=O)Nc1ccc2c(c1)C(=O)N([C@H](C)CO)C[C@@H](C)[C@@H](CN(C)C(=O)CCC(F)(F)F)OCCCC[C@H](C)O2,·,-10,19,-1.6,4,-19,-8,-6,·,4,-4
COc1cc(NC(=O)COC(=O)/C=C/c2ccccc2Cl)cc(OC)c1,10,-19,15,-0.4,1,-16,0,2,1,8,-1
O=C(NCc1ccc(F)cc1)C(c1ccc(Cl)cc1)N(C(=O)c1csnn1)C1CC1 (centres undefined),-4,-7,3,-0.6,3,8,10,-5,0,17,11
CCN(CC(=O)Nc1ccc2c(c1)OCCO2)Cc1cc(=O)oc2cc(C)c(C)cc12,6,-5,-23,-0.1,5,-35,-14,2,5,13,2
Cc1ccc2cccc(S(=O)(=O)n3nc(C)cc3C)c2n1,5,-10,8,0.1,-3,-13,18,-7,2,10,2
O=C(NCCN1CCOCC1)c1ccc(CS(=O)(=O)c2ccc(Br)cc2)o1,3,-2,10,-1.0,0,-16,-10,·,-1,-4,3
CC1(C)Cc2cccc(OCC(=O)OCC(=O)NCc3ccccc3)c2O1,8,-5,-2,-0.3,11,17,6,3,2,-6,5
NCCCC[C@@H]1NC(=O)[C@H](CCC(=O)O)NC(=O)c2cc([N+](=O)[O-])cc(I)c2NCC[C@@H](C(N)=O)NC1=O,10,·,6,2.1,-2,-16,3,4,2,4,2
Cc1ccccc1N(C(=O)c1ccccn1)C(C(=O)NCc1ccccc1)c1cccnc1 (centres undefined),3,-4,9,-0.3,6,-36,-11,3,1,-4,7
COC(=O)c1c(C)nc2c(c(SC)nn2-c2ccccc2)c1N,-5,-5,6,-2.1,0,-18,4,1,4,-7,17
COc1ccc(C(NC(=O)c2c(F)c(F)c(F)c(F)c2F)c2ccccc2)cc1 (centres undefined),40,-3,83*,-1.8,5,-12,41,-7,0,93*,-16
COc1ccc(C(=O)OCC(=O)Nc2ccc([N+](=O)[O-])cc2OC)c(O)c1,15,-4,10,-1.2,-2,-3,2,12,-6,17,-12
O=C(NCc1cccnc1)c1ccc(CN2CCc3ccccc3C2)cc1,11,·,16,0.1,0,3,10,-3,4,5,30
COc1cc(/C=N/n2c(C3CCCCC3)n[nH]c2=S)cc(Br)c1O,6,-18,11,0.1,5,-1,10,13,3,28,5
N#Cc1c(Cl)cccc1N1CCSCC1,·,-10,-7,-0.4,0,27,-20,·,·,29,1
O=C(Nc1ccc(F)cc1F)c1ccc(COc2c(F)c(F)cc(F)c2F)o1,10,-6,-46,2.5,-8,15,-7,5,-1,-12,-2
CC1=C(C#N)C(c2cccnc2)C2=C(N1)c1ccccc1C2=O (centres undefined),7,·,-18,0.8,-3,-25,-4,8,4,-30,0
O=c1[nH]cnc2c1ncn2-c1ccc(N(CCO)CCO)cc1,0,-9,12,5.7,5,8,-8,-18,·,0,4
# Additional entries follow:
SMILES,MITF TRPM1 inh,CaV13 FRET inh,HIF-2a inh,iPSC survival up,m5-HT2A agonist,NR2E3 ag-1,Shn3 3UTR inh,PDI inh,NR2E3 ag-2,Peg3 prom inh,H9c2 protect
COc1ccc(C(=O)Nc2ccc(S(=O)(=O)N3CCCCC3C)cc2)c(OC)c1OC (centres undefined),-4,-5,13,-1.4,-2,-2,37,3,1,30,-5
Cc1cc(=O)oc2c1c(C)nn2-c1ccc(Cl)cc1,24,-5,-16,3.6,0,-2,-2,1,3,0,-3
COc1ccc(C(=O)Nc2ccccc2)cc1S(=O)(=O)NCc1ccco1,5,-3,8,0.4,3,-13,-7,-7,3,3,-4
O=C(Nc1ccc(Cl)cc1)C(c1ccccc1)N1CCOCC1 (centres undefined),1,-4,-5,-2.9,-2,-19,3,8,2,-1,-1

# Single values from above:
# Under NR2E3 ag-2, `COc1ccc(C(=O)Nc2ccccc2)cc1S(=O)(=O)NCc1ccco1` has the entry 3
# Under Peg3 prom inh, `O=C(Nc1ccc(Cl)cc1)C(c1ccccc1)N1CCOCC1` (centres undefined) has the entry -1

# Assay outcomes (PubChem)
